FXIa inh – blocks human coagulation factor XIa activity | P03951 | purified human FXIa, fluorogenic AMC substrate cleavage | inhibition, % at 10 µM | 33,000 tested, 0.3% active | AID 687;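 active = inhibition above 40% in the primary screen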;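 note: 0% = enzyme without compound and 100% = blank wells lacking enzyme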
FXIIa single – inhibitors of human coagulation factor XIIa | 33,000 tested, 0.2% active | inhibition, % at 10 µM | purified human FXIIa, AMC substrate fluorescence, 2 h; in the data active = inhibition above about 30%;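 note: 0% = enzyme with vehicle only and 100% = no enzyme blank; many of its hits are not listed in these tables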
Target sequence (P00748 20-372 limits assumed): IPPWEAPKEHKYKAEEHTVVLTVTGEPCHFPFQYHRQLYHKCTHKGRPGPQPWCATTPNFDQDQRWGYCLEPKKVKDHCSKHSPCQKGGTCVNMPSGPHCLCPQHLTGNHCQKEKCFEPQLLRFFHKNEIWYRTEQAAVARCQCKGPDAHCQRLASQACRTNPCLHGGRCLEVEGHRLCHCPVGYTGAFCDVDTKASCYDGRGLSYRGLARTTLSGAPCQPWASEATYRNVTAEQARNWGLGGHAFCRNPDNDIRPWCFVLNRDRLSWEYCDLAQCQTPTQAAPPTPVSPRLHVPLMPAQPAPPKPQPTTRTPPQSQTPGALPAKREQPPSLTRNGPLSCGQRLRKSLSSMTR
Target sequence (P00748 373-615 limits assumed): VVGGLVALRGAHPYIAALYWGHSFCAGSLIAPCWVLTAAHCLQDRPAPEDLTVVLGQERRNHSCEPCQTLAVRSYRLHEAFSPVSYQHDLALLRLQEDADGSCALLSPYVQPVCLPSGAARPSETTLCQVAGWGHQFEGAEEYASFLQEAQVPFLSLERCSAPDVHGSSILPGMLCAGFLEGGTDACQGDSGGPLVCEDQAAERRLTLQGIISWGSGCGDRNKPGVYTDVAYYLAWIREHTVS
Numbers without * were called inactive. The list is partial; the hit share may differ from the screen's.

SMILES | FXIa inh | FXIIa single
O=C(C1CCCCC1)N(Cc1ccccc1)c1ccccn1 | 0 | 3
CCc1ccccc1NC(=O)c1cc2ncc(Br)cn2n1 | -5 | 8
CCOC(=O)C1CCN(C(=O)CCCOc2ccccc2)CC1 | 1 | 5
CCOc1ccc(Nc2nc3c(c(=O)[nH]2)CCCC3)cc1 | 5 | 3
Cc1cc2oc(=O)cc(COC(=O)c3n[nH]c4ccccc34)c2cc1C | -1 | -2
COc1ccc(-n2cnnc2SCC(=O)N2CCN(c3ccccc3)CC2)cc1 | -8 | 3
CCCOC(=O)NC1C(NC(=O)OCCC)N(C)C(=O)N1C (stereo unspecified) | -2 | 9
CCC(C(=O)N1CCN(S(C)(=O)=O)CC1)c1ccccc1 (stereo unspecified) | -1 | 1
CC(C)c1ccc(CN(C(=O)c2cc3ccccc3oc2=O)C2CCS(=O)(=O)C2)cc1 (stereo unspecified) | 11 | 6
O=C(O)Cn1c(SCc2cccc3ccccc23)nc2ccccc21 | -1 | 4
C=CCSc1nnc(NC(=O)c2cccc(S(=O)(=O)N3CCOCC3)c2)s1 | -7 | 7
CNc1nc2ccccc2n1/N=C/c1cccc(OC)c1OC | 31 | -14
CC(NC(=O)CSc1nc2c(c(C(F)(F)F)n1)CCc1ccccc1-2)c1ccccc1 (stereo unspecified) | -13 | 5
CCN(CC)c1ncnc2sc3c(c12)CCC3 | 5 | 6
O=C(Nc1nccs1)C(NS(=O)(=O)c1ccc(Br)s1)c1ccccc1 (stereo unspecified) | 5 | 7
CCN1C(=O)c2ccc(C(=O)Nc3nccs3)cc2C1=O | 7 | 4
COc1ccc(C(=O)NCc2cccnc2)cc1Br | 5 | 13
O=S1(=O)c2ccccc2N=NN1Cc1ccc(Cl)cc1 | 5 | 8
c1csc(Cn2nnnc2CN2CCN(c3nc4ccccc4s3)CC2)c1 | 2 | 6
COc1ccc(-c2c(C)nn(-c3ccccc3)c2N)cc1OC | 9 | 4
CN(C(=O)CSC1=NCCS1)c1ccccc1 | 6 | 2
CCC(C)c1ccc(NC(=O)c2cccs2)cc1 (stereo unspecified) | 7 | 3
CCOC(=O)C(C(C)=O)C(c1ccc(OCCC(C)C)cc1)C(C(C)=O)C(=O)OCC (stereo unspecified) | -2 | 8
O=C(NCc1ccc2c(c1)OCO2)c1cc(-c2ccccc2Cl)on1 | -5 | 5
Cc1ccc(/C=C/C(=O)c2ccccc2)cc1 | 25 | -14
COn1c(=O)c(=O)n(O)c2ccccc21 | 2 | 4
O=C(CCC1COc2ccccc2O1)NCc1ccco1 (stereo unspecified) | -3 | 7
Cc1ccc(C(=O)c2ccc([N+](=O)[O-])cc2)cc1C | 15 | -17
Cc1cccc(S(=O)(=O)Nc2ccc(C)c3c2OC(C)(C)C3)c1 | 9 | 5
O=C(NCC1CCCO1)C(C(=O)c1ccc(F)cc1)n1ccccc1=O (stereo unspecified) | 2 | 5
O=C(NCCc1ccccc1)c1cc2sccc2n1Cc1ccccc1 | 32 | -15
CC1=CCC(C(=O)O)(C(=O)N/N=C/c2cccs2)C(c2ccc(Cl)cc2)C1 (stereo unspecified) | 7 | 6
COc1ccc(CCC(=O)N2CCc3ccccc32)cc1 | 4 | 5
O=c1cc(O)n(-c2ccccc2)c(=S)[nH]1 | 4 | -18
C=CCn1c(=O)[nH]c2cc(C(=O)N3CCN(c4ccc(C(C)=O)cc4)CC3)ccc2c1=O | 4 | 5
COC(=O)CSc1snnc1-c1ccc(F)cc1 | -5 | 1
O=C(Cn1nc(C(F)(F)F)c2c1CCC2)NCc1ccc(Cl)cc1 | -3 | 3
Cc1ccc(C(=O)CC2(O)C(=O)N(CCc3ccccc3)c3ccc(Br)cc32)o1 (stereo unspecified) | 2 | 6
CCN1CCN(CCCOc2ccc(-c3ccccc3)cc2)CC1 | 0 | -9
CC1(C(=O)O)CCC(C(=O)NC2CCCCC2)C1(C)C (stereo unspecified) | -3 | 8
CCC(c1nnc(SCC(=O)NC23CC4CC(CC(C4)C2)C3)o1)N(C)C (stereo unspecified) | 2 | 10
CCC1CCCCN1C(=O)c1c[nH]c2ccc(S(=O)(=O)N(C)c3ccc(Cl)cc3)cc2c1=O (stereo unspecified) | 10 | 10
CCOc1ccc(NC(=O)c2cc3c(=O)n(C)c4ccccc4c3n2C)cc1 | 13 | 5
COc1ccc(-c2cnc(SCC(=O)Nc3ccc4c(c3)OCO4)n2Cc2ccco2)cc1 | 4 | 5
CC(c1ccccc1)N1C(=O)CC(Sc2ncccc2C(=O)O)C1=O (stereo unspecified) | 2 | 4
O=C(Cc1ccc(-n2cccc2)cc1)NC1CCCCCC1 | 33 | -13
CCOC(=O)C1C(=O)CC(C)(O)C(C(=O)OCC)C1c1ccc(Br)cc1 (stereo unspecified) | -1 | 3
CCCCN(Cc1ccccc1)S(=O)(=O)c1ccc2[nH]c(=O)oc2c1 | 34 | -18
CCN1CC=C2C(C#N)=C(N)C(C#N)(C#N)[C@H](c3cccc(OC)c3OC)[C@H]2C1 | -2 | 1
COc1ccccc1CCNC(=O)CCSc1nc(-c2ccco2)cc(C(F)(F)F)n1 | -1 | 0
CCOC(=O)N1CCN(c2cc(=O)n(-c3ccc(Br)cc3)c(=O)[nH]2)CC1 | 6 | 5
Cc1ccc(OCC(=O)Nc2ccccc2N2CCOCC2)c(C)c1 | -8 | 6
CCCCOC(=O)c1ccc(NC(=O)Nc2ccc(OC)c(OC)c2)cc1 | -9 | 4
CC1CN(CCC(=O)Nc2ccc3c(c2)CCC3)CC(C)O1 (stereo unspecified) | -3 | 3
Cc1ccccc1NC(=O)CN1C(=O)NC(C)(c2ccc3c(c2)OCO3)C1=O (stereo unspecified) | -9 | -7
CCC(C(=O)NC1CCCC1)N(C(=O)c1snc(C(N)=O)c1N)c1ccc2c(c1)OCCO2 (stereo unspecified) | 0 | -10
NC(=S)n1[nH]c(-c2ccc([N+](=O)[O-])cc2)c(N=Nc2ccc(O)cc2)c1=O | 0 | 2
O=C(COC(=O)c1cncc(Br)c1)NC1CC1 | 0 | 11
COC(=O)C1=C(O)/C(=C\c2ccc(CNC(=O)C(=O)Nc3ccc(C)c(C)c3)o2)N=C1C | 6 | 5
O=C(O)CCCCCNC(=O)c1ccccc1Br | 8 | 9

New compounds follow:
SMILES | FXIa inh | FXIIa single
O=C(Nc1cccc(S(=O)(=O)C(F)F)c1)c1ccc(S(=O)(=O)N2CCOCC2)cc1 | 6 | 4
CCOc1ccc(/C=N/N(C)c2ccccc2)cc1OC | 18 | -10
O=C(CCn1c(=O)sc2ccccc21)NCc1ccccc1 | -2 | 7
CCNC(=O)COc1ccc(S(=O)(=O)Nc2ccccc2)cc1 | 17 | -11
O=C(NC1CCCC1)C1(c2ccccc2)CCN(S(=O)(=O)c2ccccc2)CC1 | -3 | 1
COC(=O)c1[nH]c2ccc(Br)cc2c1NC(=O)CN1CCCCC1CCO (stereo unspecified) | 6 | 3
Cc1ccc(NC(=O)CN2CCC(C(=O)c3ccc(F)cc3)CC2)cc1 | 1 | -2
O=C(CN1CCN(Cc2ccc3c(c2)OCO3)CC1)Nc1ccc2c(c1)OCO2 | 9 | 4
O=C(OCc1ccccc1Cl)c1ccc(-n2cnnc2)cc1 | -2 | 5
COC(=O)c1c(C)[nH]c(C(=O)OCC(=O)NCC(C)C)c1C | -1 | 13
CN(C)c1nc(-c2ccccc2)nc(-c2ccc(Cl)cc2)c1C#N | -7 | -11
Cn1cnc([N+](=O)[O-])c1Nc1ccccc1O | 2 | 9
Cc1c(OC(=O)c2ccc([N+](=O)[O-])cc2)c2c(c[n+]1C)COC(C)(C)OC2 | 2 | -2
Cc1cc(Cl)c(S(=O)(=O)NC(C(=O)O)C(C)C)cc1OCC(=O)NC1CCCCC1 (stereo unspecified) | 0 | 11
CCN(CC)CCNC(=O)c1ccccc1N | -4 | -14
CCCCN(CC)C(=O)CN1C(=O)c2ccccc2C1=O | 7 | 10
CN(Cc1nc2ccccc2n1C)S(=O)(=O)c1ccc(Cl)cc1 | 1 | 3
CCCCNC(=O)CC1N=C2c3ccccc3N=C(SCC(=O)Nc3ccccc3C)N2C1=O (stereo unspecified) | 5 | -1
O=C(Nc1ccc2c(c1)OCO2)C1CC(c2c(F)cccc2Cl)=NO1 (stereo unspecified) | 9 | 6
O=C(CSc1nnc(CNC(=O)c2cccs2)o1)c1ccccc1 | -11 | -11
Cc1sc2c(c1C)c(=O)nc1scc(CC(=O)O)n12 | -2 | -1
COc1cc(C)c(S(=O)(=O)n2nnc3ccccc32)cc1C | 0 | 11
Cc1cccn2c(=O)c3cc(C#N)c(=NC(=O)c4ccccc4)n(Cc4ccco4)c3nc12 | 0 | -15
COc1cc(CN2C(=O)C(NC(=O)c3ccco3)(C(F)(F)F)C3=C2CC(C)(C)CC3=O)cc(OC)c1 (stereo unspecified) | 6 | -2
CCCn1c(NC(=O)c2cccc(C)c2C)nc2ccccc21 | -5 | 3
Cc1cc(Cl)c(S(=O)(=O)NC2CCCCC2)cc1OCC(=O)Nc1nncs1 | 31 | -18
N#CC1=C(N)Oc2n[nH]c(-c3cccs3)c2C1c1cccnc1 (stereo unspecified) | 2 | -17
O=S(NCc1ccccc1)C12CC3CC(CC(C3)C1)C2 (stereo unspecified) | -2 | -3
CC(=O)c1sc2nc(-c3cccs3)ccc2c1N | -1 | -3
Cc1ccc(NC(=O)c2ccc3c(c2)OCCO3)cc1 | 9 | 3
COC(=O)c1ccc(NC(=O)C(C)Oc2ccccc2)cc1 (stereo unspecified) | 11 | 3
COC(=O)C1=C(C)NC(=O)NC1c1cccc(OC)c1OCc1ccccc1 (stereo unspecified) | 8 | 4
COC(=O)Cn1c(CCS(=O)(=O)c2ccc(Cl)cc2)nc2ccccc21 | -10 | -1
Cc1ccc(C(=O)/C=C/c2cn(CN3CCN(C)CC3)c3ccccc23)cc1 | 0 | 4
COc1ccccc1N1CCN(C(=O)C(C)N(c2ccccc2)S(C)(=O)=O)CC1 (stereo unspecified) | 7 | 5
O=C(NC1CCCCCCC1)NC1CCCCC1 | 2 | 4
Cc1ccc(Nc2nc(CSc3nnnn3-c3ccccc3)cc(=O)[nH]2)cc1 | 27 | -15
COc1ccc(/C=N/n2c(SC)nnc(C(C)(C)C)c2=O)c(OC)c1 | -4 | 9
CCCn1c(SCC(=O)Nc2cccc(C(=O)OC)c2)nnc1-c1cccnc1 | 1 | 8
CCOC(=O)C1CCCN(C(=O)c2cc(Nc3ccc(OC)cc3)nc3ccccc23)C1 (stereo unspecified) | -5 | 0
COc1cc(Cl)c(S(=O)(=O)N2CC(C)OC(C)C2)cc1Cl (stereo unspecified) | 1 | -18
CCC(C)n1c(SCC(=O)Nc2ccccc2C(F)(F)F)nc2ccsc2c1=O (stereo unspecified) | 2 | 0
COc1cc(C2CC(=O)N3CN(Cc4ccccc4)CSC3=C2C#N)ccc1OCc1ccccc1 (stereo unspecified) | 9 | 9
COc1ccc(C(=O)Nc2cc(C)c3c(=O)oc4ccccc4c3n2)cc1 | 7 | 4
COc1cc(C2CC(=O)c3cnc(N)nc3C2)cc(OC)c1OC (stereo unspecified) | -8 | 5
Cc1ccc(NC(=O)CN(C)CC(=O)Nc2c(C)cccc2C)c(Br)c1 | -14 | 11
c1ccc(Nc2nnc(SCc3cccc4ccccc34)s2)cc1 | 3 | 3
COc1ccc(-c2cc(C(F)F)n3ncc(C(=O)N4CCN5CCCC5C4)c3n2)cc1 (stereo unspecified) | -11 | 1
Cc1ccc(S(=O)(=O)N2CCSC2)cc1C | 4 | 14
Cn1cc(Cl)c(C(=O)Nc2cccc(Cl)c2Cl)n1 | -4 | 3
CC(=O)CCc1c[nH]c2c(C(=O)O)cccc12 | 4 | 6
CCN(CC)C(=O)C1CCCN(Cc2sccc2C)C1 (stereo unspecified) | -1 | -8
CCOc1ccc(-c2c(C#N)c(N)nc3c2c(=O)n(C)c(=O)n3C)cc1OC | 4 | 5
CCOC(=O)N1CCC(Nc2c(NCCN3CCN(c4ccccc4F)CC3)c(=O)c2=O)CC1 | 2 | 5
O=C(NCC1CCCO1)C1CC(=O)N(C2CCCC2)C1 (stereo unspecified) | 21 | -12

In the list so far, these have an NH in an aromatic ring:
SMILES | FXIa inh | FXIIa single
CCOc1ccc(Nc2nc3c(c(=O)[nH]2)CCCC3)cc1 | 5 | 3
Cc1cc2oc(=O)cc(COC(=O)c3n[nH]c4ccccc34)c2cc1C | -1 | -2
O=c1cc(O)n(-c2ccccc2)c(=S)[nH]1 | 4 | -18
C=CCn1c(=O)[nH]c2cc(C(=O)N3CCN(c4ccc(C(C)=O)cc4)CC3)ccc2c1=O | 4 | 5
CCC1CCCCN1C(=O)c1c[nH]c2ccc(S(=O)(=O)N(C)c3ccc(Cl)cc3)cc2c1=O (stereo unspecified) | 10 | 10
CCCCN(Cc1ccccc1)S(=O)(=O)c1ccc2[nH]c(=O)oc2c1 | 34 | -18
CCOC(=O)N1CCN(c2cc(=O)n(-c3ccc(Br)cc3)c(=O)[nH]2)CC1 | 6 | 5
NC(=S)n1[nH]c(-c2ccc([N+](=O)[O-])cc2)c(N=Nc2ccc(O)cc2)c1=O | 0 | 2
COC(=O)c1[nH]c2ccc(Br)cc2c1NC(=O)CN1CCCCC1CCO (stereo unspecified) | 6 | 3
COC(=O)c1c(C)[nH]c(C(=O)OCC(=O)NCC(C)C)c1C | -1 | 13
N#CC1=C(N)Oc2n[nH]c(-c3cccs3)c2C1c1cccnc1 (stereo unspecified) | 2 | -17
Cc1ccc(Nc2nc(CSc3nnnn3-c3ccccc3)cc(=O)[nH]2)cc1 | 27 | -15
CC(=O)CCc1c[nH]c2c(C(=O)O)cccc12 | 4 | 6

Screening data deposited in PubChem by PCMD.
